SRC1 inh: inhibitors of human steroid receptor coactivator 1 (SRC1); Q15788; inhibition, % at 3.6 µM; actives 0.12% (n = 360,000); AID 588354; HEK293 GAL4-SRC1 luciferase reporter, luminescence;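 active means inhibition above the campaign mean plus 3 SD, with each screening campaign given its own cutoff, cut at about 60% in these data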;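 further: 0% = DMSO treated cells and 100% = gossypol at 36 µM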
SRC3 inh: human NCOA3 inhibition; HEK293 GAL4-SRC3 luciferase reporter, luminescence; Q9Y6Q9; actives 0.17% (n = 360,000); inhibition, % at 3.6 µM; AID 588352;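 active means inhibition above a per-campaign cutoff, the mean of all compounds plus 3 SD, cut at about 60% in these data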;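 further: 0% = DMSO-treated cells and 100% = gossypol-treated cells at 36 µM; higher means less SRC3-driven luciferase light from the GAL4 reporter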
NCOA2 inhibitor: inhibits human steroid receptor coactivator 2; actives 0.17% (n = 370,000); inhibition, % at 9 µM; HEK293 GAL4-SRC2 luciferase reporter, luminescence; Q15596;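 active means inhibition above the mean inhibition of all tested compounds plus 3 SD, set per campaign, cut at about 52% in these data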;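 further: 0% = DMSO treated cells and 100% = cells given Gossypol at 36 µM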
Target sequence (Q15596 whole entry, looked up, the tested form may be a part): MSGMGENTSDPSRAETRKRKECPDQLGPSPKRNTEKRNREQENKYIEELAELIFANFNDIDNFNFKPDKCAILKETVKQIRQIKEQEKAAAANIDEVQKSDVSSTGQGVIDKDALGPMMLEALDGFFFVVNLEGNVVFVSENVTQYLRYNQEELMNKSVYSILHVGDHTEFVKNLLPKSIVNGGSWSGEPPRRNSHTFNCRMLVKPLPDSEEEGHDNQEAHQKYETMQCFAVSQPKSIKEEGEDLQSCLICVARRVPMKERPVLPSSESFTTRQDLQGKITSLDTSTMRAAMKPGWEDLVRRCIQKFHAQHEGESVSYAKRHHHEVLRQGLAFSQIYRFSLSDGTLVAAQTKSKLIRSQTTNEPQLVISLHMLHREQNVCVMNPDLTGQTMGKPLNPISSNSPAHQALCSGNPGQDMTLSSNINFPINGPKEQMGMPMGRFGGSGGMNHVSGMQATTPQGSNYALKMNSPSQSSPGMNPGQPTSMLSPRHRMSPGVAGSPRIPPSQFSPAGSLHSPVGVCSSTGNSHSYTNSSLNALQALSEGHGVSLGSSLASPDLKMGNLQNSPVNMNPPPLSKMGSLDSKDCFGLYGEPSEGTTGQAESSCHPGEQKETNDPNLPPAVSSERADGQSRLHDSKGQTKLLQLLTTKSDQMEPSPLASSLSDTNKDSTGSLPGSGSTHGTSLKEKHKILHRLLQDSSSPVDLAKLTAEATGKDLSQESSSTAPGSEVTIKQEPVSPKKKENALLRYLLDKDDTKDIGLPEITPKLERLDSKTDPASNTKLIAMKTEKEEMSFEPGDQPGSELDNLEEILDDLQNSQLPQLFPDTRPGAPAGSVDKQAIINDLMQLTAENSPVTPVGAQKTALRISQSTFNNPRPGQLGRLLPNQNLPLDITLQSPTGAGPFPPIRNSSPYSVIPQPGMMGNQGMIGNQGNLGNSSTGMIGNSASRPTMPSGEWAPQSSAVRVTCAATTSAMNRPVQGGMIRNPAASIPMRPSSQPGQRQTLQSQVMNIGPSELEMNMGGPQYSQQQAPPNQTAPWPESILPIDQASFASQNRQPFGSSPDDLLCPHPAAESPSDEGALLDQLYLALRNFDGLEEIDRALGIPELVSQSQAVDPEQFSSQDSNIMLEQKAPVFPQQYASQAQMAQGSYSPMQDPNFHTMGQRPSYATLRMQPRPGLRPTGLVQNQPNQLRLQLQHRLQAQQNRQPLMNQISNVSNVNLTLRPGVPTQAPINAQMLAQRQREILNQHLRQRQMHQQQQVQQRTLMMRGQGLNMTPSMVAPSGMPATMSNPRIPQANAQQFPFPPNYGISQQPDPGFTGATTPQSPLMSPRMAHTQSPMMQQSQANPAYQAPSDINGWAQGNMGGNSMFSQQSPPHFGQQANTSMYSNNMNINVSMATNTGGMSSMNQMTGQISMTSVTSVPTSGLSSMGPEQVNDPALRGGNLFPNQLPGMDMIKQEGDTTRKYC
C8 TRAIL sens: caspase-8 TRAIL sensitization; NB7+C8 cells + TRAIL, ATPlite viability luminescence; inhibition (viability loss, TRAIL sensitization), % at 10 µM; actives 1% (n = 360,000); AID 624354;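 active means compounds causing at least 50% loss of cell viability in the single-dose screen, relative to plate controls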
EBV LMP1 NFkB: reduces LMP1-driven NF-kappaB luciferase signal | LMP1-induced NF-kappaB luciferase reporter cells, luminescence | inhibition, % at 12.5 µM | actives 0.69% (n = 350,000); in the data active means inhibition above about 41%;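 further: 0% = neutral control wells and 100% = reference inhibitor control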
TWEAK Fn14 block: TWEAK-Fn14 signaling inhibition; TWEAK-stimulated Fn14 reporter cells, luciferase luminescence, 8 h; inhibition, % at 10 µM; actives 2% (n = 360,000); AID 1159606; in the data active means inhibition above about 50%
LRH-1 inv ag: NR5A2 inverse agonism in reporter assay | HEK293T StAR-luciferase reporter, LRH-1 transfected, 24 h | inhibition, % at 3.6 µM | actives 0.13% (n = 360,000);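 active means inhibition above the mean inhibition of all tested compounds plus 3 SD, cut at about 73% in these data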;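 further: 0% = DMSO wells and 100% = reporter-only cells lacking LRH-1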
COUP-TFII inh: blocks human COUP-TFII nuclear receptor | P24468 | HEK293T NGFI-A luciferase reporter, luminescence | inhibition, % at 8.6 µM | actives 0.7% (n = 370,000);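 active means inhibition above a per-plate cutoff, mean inhibition of test wells between control levels plus 3 SD, cut at about 38% in these data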;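 further: cells cotransfected with COUP-TFII expression vector driving the NGFI-A reporter; 0% = median of COUP-TF2 test wells and 100% = reporter-only cells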
TLR9-MyD88 block: TLR9-MyD88 interaction inhibition. Q9NR96+Q99836. CHO BLA complementation TLR9-MyD88, CCF4 FRET ratio. inhibition, % at 4.98 µM. actives 0.21% (n = 340,000);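 active means inhibition above the mean over all tested compounds plus 3 SD, cut at about 21% in these data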;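 further: 0% = DMSO only wells and 100% = clavulanate BLA inhibitor control wells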
NOD2 RIPK2 PPI: blocks binding of human NOD2 to RIPK2; CHO BLA complementation NOD2-RIPK2, CCF4 ratio; inhibition, % at 4.98 µM; actives 0.38% (n = 360,000); in the data active means inhibition above about 21%;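 further: 0% = vehicle only and 100% = reference blocker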
TROY NFkB inh: TROY signaling inhibition. AID 1347056. actives 0.98% (n = 360,000). Q293 LMP1-TROYcd NF-kB luciferase reporter, 4 h. inhibition, % at 10 µM;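 active means compounds whose plate-normalised and pattern-corrected inhibition of the luciferase reporter signal at the single screening dose is 50% or more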
An asterisk follows results filed as active; nt = not tested or not shown. The list is partial; rates above refer to the full screens.

SMILES	SRC1 inh	SRC3 inh	NCOA2 inhibitor	C8 TRAIL sens	EBV LMP1 NFkB	TWEAK Fn14 block	LRH-1 inv ag	COUP-TFII inh	TLR9-MyD88 block	NOD2 RIPK2 PPI	TROY NFkB inh
Cn1c(CCNS(=O)(=O)c2ccccc2)nnc1SCc1cccnc1	-3	6	14	6	-8	-8	10	-8	0	7	-8
CC(C)(C)C1CCC(OC(=O)CCC(=O)Nc2ccccc2)CC1 (stereo unspecified)	11	10	-26	-13	2	-14	7	5	10	2	-21
O=C(Cn1cnc2c(nnn2Cc2ccc(F)cc2)c1=O)OCc1ccccc1	-3	6	7	-1	-7	9	0	20	1	2	-5
Cc1ccc(NC(=O)c2nc[nH]c2C(=O)NCC(=O)OC(C)(C)C)cc1	-11	-2	16	5	-10	27	-3	13	3	-3	18
O=C(c1cc2cc(F)ccc2[nH]1)N1CCN(c2cccc(Cl)c2)CC1	-83	-17	-19	-11	-2	-3	19	11	2	2	-2
Cc1ccc(-n2c(COc3ccccc3)n[nH]c2=S)cc1	-14	8	-19	-3	-2	-10	-1	-5	2	14	-8
CC(CN1CCN(C)CC1)OC(=O)c1cccc(F)c1 (stereo unspecified)	4	-10	-17	-2	-11	-13	-6	-1	-4	-4	7
Cc1cc(C2C(C#N)=C(N)OC3=C2C(=O)CC(C)(C)C3)c(C)s1 (stereo unspecified)	16	-1	6	0	4	0	-3	-2	10	8	9
CSc1ccc(/C=C/C(=O)Nc2ccccc2)cc1	-68	-49	-6	58*	0	72*	-125	-6	1	1	42
CCc1ccc(OCC(=O)N/N=C(\C)c2ccc(O)cc2O)cc1	12	13	-5	19	1	-5	5	9	-1	-5	4
Cc1ccc(N2CCN(C(=O)C3CCN(S(=O)(=O)c4cccc5nsnc45)CC3)CC2C)cc1 (stereo unspecified)	-10	4	-3	-9	15	1	18	-9	10	6	9
COC(=O)c1cc(S(=O)(=O)N2CCCC(C)C2)c[nH]1 (stereo unspecified)	1	13	15	2	-6	20	5	1	12	-13	-15
c1ccc(NCCSc2nc3ccccc3s2)cc1	-8	-22	0	3	-3	-6	3	11	-3	-10	-38
CCSc1nc2sc3c(c2c(=O)n1-c1ccccc1C)CCN(C)C3	14	3	-23	-4	0	-10	1	5	-10	-3	15
CCOc1cc(CNCCO)cc(Br)c1OCc1cccs1	20	17	nt	12	3	11	19	nt	6	9	25
O=C(Nc1ccc2c(c1)OCO2)C1CCN(S(=O)(=O)c2ccc3c(c2)OCCO3)CC1	-39	23	2	-4	8	21	11	10	-1	-11	36
COc1ccc(CN2CCNC(=O)C2CC(=O)NCC2CCOCC2)cc1C (stereo unspecified)	4	-6	16	-11	1	-12	8	6	-9	-6	28
CCCCNC(=O)c1onc(CSc2ccc(C)c(C)c2)c1C(=O)O	-6	-6	0	2	-17	6	-27	-5	-12	1	8
CCOc1ccc(S(=O)(=O)N2CCN(CC(O)COc3cccc([N+](=O)[O-])c3)CC2)cc1 (stereo unspecified)	5	-9	14	-8	4	4	9	-14	-7	7	-7
NC(=O)c1ccc(Oc2ccc(Cl)c3ccccc23)c([N+](=O)[O-])c1	-16	9	2	2	10	19	25	11	4	-2	21
COc1ccc(-c2coc3cc(OC)cc(OC)c3c2=O)cc1	-30	-33	-56	10	-18	-49	-138	-38	-14	0	-50
CCOC(=O)/C(=N\Nc1ccccc1)P(=O)(c1ccccc1)c1ccccc1	5	-10	-21	-4	-5	5	14	8	4	-7	-3
O=C(C1CCCCC1)N1C[C@@H](n2cc(-c3ccc(F)cc3)nn2)[C@H](O)C[C@@H]1c1ccc(Cl)cc1	1	8	-8	18	1	5	14	11	0	2	4
Cc1ccc(N2C(=O)[C@@H]3C(c4cccnc4)=NO[C@@H]3C2=O)cc1	-14	6	-10	-5	nt	0	6	-3	nt	-12	-10

3 compounds from above, arranged by heavy-atom count, smallest number first.
SMILES	SRC1 inh	SRC3 inh	NCOA2 inhibitor	C8 TRAIL sens	EBV LMP1 NFkB	TWEAK Fn14 block	LRH-1 inv ag	COUP-TFII inh	TLR9-MyD88 block	NOD2 RIPK2 PPI	TROY NFkB inh
c1ccc(NCCSc2nc3ccccc3s2)cc1	-8	-22	0	3	-3	-6	3	11	-3	-10	-38
CCOC(=O)/C(=N\Nc1ccccc1)P(=O)(c1ccccc1)c1ccccc1	5	-10	-21	-4	-5	5	14	8	4	-7	-3
O=C(C1CCCCC1)N1C[C@@H](n2cc(-c3ccc(F)cc3)nn2)[C@H](O)C[C@@H]1c1ccc(Cl)cc1	1	8	-8	18	1	5	14	11	0	2	4

Looked up by structure from the list above, 2 records:
SMILES	SRC1 inh	SRC3 inh	NCOA2 inhibitor	C8 TRAIL sens	EBV LMP1 NFkB	TWEAK Fn14 block	LRH-1 inv ag	COUP-TFII inh	TLR9-MyD88 block	NOD2 RIPK2 PPI	TROY NFkB inh
c1ccc(NCCSc2nc3ccccc3s2)cc1	-8	-22	0	3	-3	-6	3	11	-3	-10	-38
O=C(C1CCCCC1)N1C[C@@H](n2cc(-c3ccc(F)cc3)nn2)[C@H](O)C[C@@H]1c1ccc(Cl)cc1	1	8	-8	18	1	5	14	11	0	2	4

Further compounds follow.
SMILES	SRC1 inh	SRC3 inh	NCOA2 inhibitor	C8 TRAIL sens	EBV LMP1 NFkB	TWEAK Fn14 block	LRH-1 inv ag	COUP-TFII inh	TLR9-MyD88 block	NOD2 RIPK2 PPI	TROY NFkB inh
CCS(=O)(=O)Nc1ccc(C(=O)NCCSc2ccccc2)cc1	-26	-46	-24	5	4	-9	-33	-28	0	3	-29
CCN(Cc1ccncc1)C(=S)Nc1c(C)cccc1C	-20	3	14	-5	8	-1	17	12	-11	-2	1
Cc1cccc(NC(=O)CCNS(=O)(=O)c2ccc(Cl)cc2)c1	4	7	3	-8	4	8	11	4	3	-2	-8
CC1CCCC(NC(=O)c2ccc3snnc3c2)C1C (stereo unspecified)	0	-22	-25	18	1	-16	-21	-31	10	5	-5
Cc1ccc(-n2c(SCC(=O)N(C)C3CCS(=O)(=O)C3)nc3ccccc3c2=O)cc1 (stereo unspecified)	-5	-2	13	-1	-2	-8	7	7	-6	-6	0
O=C(NN=C(Cc1ccccc1)Cc1ccccc1)c1ccccc1F	-87	-58	-24	1	2	-13	-78	-36	-2	7	-47
COc1ccc(C(=O)COC(=O)C(CCCCN2C(=O)C3C4C=CC(C4)C3C2=O)N2C(=O)C3C4C=CC(C4)C3C2=O)cc1 (stereo unspecified)	-9	-11	10	4	-9	7	14	18	-6	-4	-3
COc1ccc(NC(=O)CN(C)C(=O)CNC(=O)c2sc3ccccc3c2Cl)cc1	-56	-40	-25	28	-24	-39	-30	-11	-3	-9	-35
COC(=O)CSc1nnc(CCc2nc3ccccc3[nH]2)n1C	-6	23	-41	-9	-5	8	5	15	-8	-1	10
COCCNC(=O)C(c1ccc(Cl)cc1)N(C(=O)Cn1nnc2ccccc21)c1cccnc1 (stereo unspecified)	-8	16	nt	-13	-14	-5	14	nt	-2	-25	6
Cc1ccccc1CNC(=O)c1csc([C@H]2C[C@H](O)[C@@H](CO)O2)n1	-1	-9	-16	-2	nt	9	17	-15	nt	6	-12
Cc1cc(C)cc(N(C(=O)c2ccc3c(c2)OCO3)C2C=CS(=O)(=O)C2)c1 (stereo unspecified)	4	-10	-9	-9	1	-3	-5	-3	9	-12	14
CCOc1ccc(C(=O)CCC(=O)Nc2cccc(S(=O)(=O)N3CCCCC3)c2)cc1	-5	-14	38	26	12	0	-13	17	-4	-8	6
CCCCNC(=O)N1CCN(c2ncccn2)CC1	10	19	-32	5	-1	11	-15	9	-13	2	8
CCCCCCC1CCC(C(=O)N2CCOCC2)CC1 (stereo unspecified)	2	16	-5	0	-12	-16	14	-7	7	0	-24
CCNc1nc2nc3ccc(C)cn3c(=O)c2cc1C(=O)NCC1CCCO1 (stereo unspecified)	-8	-2	-24	-3	-6	-21	3	0	-15	-22	-18
COCc1nnc(NC(=O)c2cc(OC)c(OC)cc2[N+](=O)[O-])s1	-14	-1	2	6	-17	16	6	3	1	-11	4
Cc1nc2ccccc2n1C(=O)c1ccc(Cl)cc1[N+](=O)[O-]	-20	-1	23	-9	-3	12	20	-2	-5	-7	18
CC1=C(C(=O)N(C)C)CC(CC(=O)NCc2ccco2)C(=O)N1Cc1ccccc1 (stereo unspecified)	-2	11	-2	13	4	-9	6	0	-1	-7	0
COc1cc(/C=C2\SC(c3ccc(C)cc3)=NC2=O)ccc1O	7	-9	-34	-3	-14	5	9	-16	4	-3	-19
COc1ccc(C(=O)NC(CCSC)C(=O)NCc2nnc3ccccn23)cc1 (stereo unspecified)	-10	-12	-16	-6	8	14	-11	-19	-2	-10	3
CCn1c(Cc2ccccc2)nnc1SCC(=O)Nc1ccccc1N1CCOCC1	-12	-46	-5	13	0	1	-15	8	-4	3	2
O=C(O)Cc1ccc2c(c1)Cc1cccnc1O2	-11	-7	-13	-5	-1	-1	5	-5	5	-2	-12
Cc1ccc(OCC(O)CN2CCN(c3ccc(C)cc3)CC2)cc1 (stereo unspecified)	-4	2	3	1	6	-6	-11	5	-6	-3	5
O=C(COC(=O)c1cccc2ccccc12)NCC1CCCO1 (stereo unspecified)	-12	-5	-8	-5	-2	-18	-14	-11	-2	6	-4
COC(=O)Nc1nc2ccc(C(=O)c3cccs3)cc2[nH]1	-19	-7	4	12	5	-18	17	-102	7	-3	-10
O=C(COC(=O)Cc1ccsc1)NCc1ccccc1	7	-1	-16	-1	3	-2	-4	19	-3	-7	-24

Single records (already shown). Screens in order: SRC1 inh, SRC3 inh, NCOA2 inhibitor, C8 TRAIL sens, EBV LMP1 NFkB, TWEAK Fn14 block, LRH-1 inv ag, COUP-TFII inh, TLR9-MyD88 block, NOD2 RIPK2 PPI, TROY NFkB inh
Record of O=C(COC(=O)Cc1ccsc1)NCc1ccccc1 = 7, -1, -16, -1, 3, -2, -4, 19, -3, -7, -24
Record of CCCCNC(=O)N1CCN(c2ncccn2)CC1 = 10, 19, -32, 5, -1, 11, -15, 9, -13, 2, 8
Record of CCOc1ccc(C(=O)CCC(=O)Nc2cccc(S(=O)(=O)N3CCCCC3)c2)cc1 = -5, -14, 38, 26, 12, 0, -13, 17, -4, -8, 6

No new results follow: an excerpt of the list.
SMILES	SRC1 inh	SRC3 inh	NCOA2 inhibitor	C8 TRAIL sens	EBV LMP1 NFkB	TWEAK Fn14 block	LRH-1 inv ag	COUP-TFII inh	TLR9-MyD88 block	NOD2 RIPK2 PPI	TROY NFkB inh
Cn1c(CCNS(=O)(=O)c2ccccc2)nnc1SCc1cccnc1	-3	6	14	6	-8	-8	10	-8	0	7	-8
CC(C)(C)C1CCC(OC(=O)CCC(=O)Nc2ccccc2)CC1 (stereo unspecified)	11	10	-26	-13	2	-14	7	5	10	2	-21

From PubChem BioAssay
